# ELG1 DNA repair: qHTS screen for small molecules that inhibit ELG1-dependent DNA repair in human embryonic kidney (HEK293T) cells expressing luciferase-tagged ELG1; AID 504467, 2011; hit rate 2.3% among 330,000; Potency, µM (top dose mostly 46.1 µM), inactives show top-dose activity change, negative = inhibition, most hits filed as inhibitors; HEK293T ELG1-luciferase reporter, luminescence, 16 h; DNA damage induced by 5-fluorouridine; note: potency is the fitted concentration of half-maximal effect; % is set by controls: 0 for no effect and ±100 for the full control effect; nearly all actives have a fitted effect of over 55% in size
#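 Cells (2,000 per well) received 5-fluorouridine plus test compound or DMSO and were incubated 16 hr at 37 °C, 5% CO2. Luciferase activity was read by luminescence 30 min after ONE-Glo addition; signal suppression marked inhibition of damage-induced ELG1 function.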
# S-ASM inh: Inhibitors of Secretory Acid Sphingomyelinase (S-ASM): qHTS. AID 504937, 2011. placental ASM, HMU-PC fluorogenic substrate, 60 min. Sphingomyelin phosphodiesterase (Homo sapiens), P17405. hit rate 0.006% among 340,000. Potency, µM (top dose mostly 57.5 µM), inactives show at the highest dose activity change, negative = inhibition, actives largely listed as inhibitors; note: potency is the fitted concentration of half-maximal effect
# Target sequence (P17405 47-631 limits assumed): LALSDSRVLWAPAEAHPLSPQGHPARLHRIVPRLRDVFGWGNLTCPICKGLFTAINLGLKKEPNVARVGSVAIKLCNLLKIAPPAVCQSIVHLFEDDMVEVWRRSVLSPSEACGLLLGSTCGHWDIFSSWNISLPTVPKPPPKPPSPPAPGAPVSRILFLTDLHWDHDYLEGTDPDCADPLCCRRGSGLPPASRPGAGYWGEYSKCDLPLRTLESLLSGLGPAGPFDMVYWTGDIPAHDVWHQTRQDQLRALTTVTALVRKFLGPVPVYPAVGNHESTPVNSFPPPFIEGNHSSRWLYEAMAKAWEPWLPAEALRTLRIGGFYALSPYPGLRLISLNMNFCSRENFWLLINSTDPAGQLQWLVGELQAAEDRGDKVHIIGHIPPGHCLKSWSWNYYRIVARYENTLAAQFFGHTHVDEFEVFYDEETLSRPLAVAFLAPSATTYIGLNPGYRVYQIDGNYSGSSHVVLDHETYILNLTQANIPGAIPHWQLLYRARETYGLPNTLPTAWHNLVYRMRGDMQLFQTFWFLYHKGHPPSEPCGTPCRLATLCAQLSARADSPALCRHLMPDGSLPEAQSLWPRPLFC
#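 HMU-PC0 cleavage (9 uM final) by human placental ASM, 60 min at 37 °C following 10 min compound exposure at RT; stopped at pH 10, fluorescence Ex 386/Em 447 nm.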
# Mito fusion act: qHTS Assay for Small Molecule Inhibitors of Mitochondrial Division or Activators of Mitochondrial Fusion | S. cerevisiae fusion-defective mutant growth rescue, CellTiterGlo 48 h | Potency, µM (highest dose often 46.1 µM), for inactives: top-dose growth rescue (activation), actives largely listed as activators | hit rate 0.23% among 320,000;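 note: potency is the fitted concentration of half-maximal effect; % of control where 0% means no effect; nearly all actives have a fitted effect of over 45% in size; temperature-sensitive fusion mutants such as fzo1-1 at 37 °C on non-fermentable ethanol glycerol medium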
#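 Compounds are tested for their ability to restore growth of mitochondrial fusion-defective yeast strains at non-permissive 37C in YPEG medium over 48 hours. Viability is quantified by luciferase luminescence.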
# PTAP TSG101 blk: qHTS Assay for Iinhibitors of HIV-1 Budding by Blocking the Interaction of PTAP/TSG101; Tumor susceptibility gene 101 protein (Homo sapiens), Q99816; Fluorescence polarization, FITC-PTAP peptide / Tsg101 binding; Potency, µM (highest dose often 115 µM), for the others: top-dose activity change, negative = inhibition, hits mostly inhibitors; 340,000 tested, under 10 active; active = well fitted inhibition curve with a large enough effect in the main read-out, with a control signal flat, not every such curve was filed as active; inconclusive = small, poorly fitted or top-dose-only effect, or effect the other way, or a change in a side signal; inactive = no such curve, though single readings can be large or run the other way; note: potency is the fitted concentration of half-maximal effect; % of control where 0% means no effect
#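 FP read-out: FITC-PTAP peptide, 50 nM final, binding Tsg101 binding domain, 10 uM final; 20 min, r.t.; 10 mM HEPES pH 7.5, 0.15 M NaCl, 0.01% Tween 20, 3 mM EDTA, 0.1 mM TCEP.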
# Eya2 phos inh: qHTS Assay for Inhibitors of the Phosphatase Activity of Eya2; recombinant Eya2, OMFP fluorescence dephosphorylation (OMFP is methylfluorescein phosphate); hit rate 0.006% among 330,000; AID 488837, 2010; Potency, µM (top dose mostly 76.9 µM), without a hit: at the highest dose activity, negative = inhibition, actives largely listed as inhibitors; note: potency is the fitted concentration of half-maximal effect; % is set by controls: 0 for no effect and ±100 for the full control effect
#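 Eya2 (0.2 uM) preincubated 10 min at ambient with compound, then OMFP substrate added at 50 uM; 10 min reaction in 50 mM HEPES pH 7.5, 50 mM NaCl, 5 uM MgCl2, 0.05% BSA, 1 mM DTT. Fluorescence read at Ex 485/Em 525 nm.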
# TCR activator: Activators of T cell receptors: qHTS campaign | primary human leukocytes, anti-CD3, IL-2 HTRF, 48 h | Potency, µM (top dose mostly 9.22 µM), for the others: at the top dose activation of IL-2 secretion, hits mostly activators | 330,000 tested, under 10 active | AID 504894, 2011; note: % of control where 0% means no effect
#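 Human primary leukocytes + a-CD3 beads + cpd, 48 hr; IL-2 in supernatant by HTRF (ex 320nm / em 665nm). No co-stimulatory signal supplied.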
# a7 integrin act: qHTS for Activators of Integrin-Mediated Alleviation for Muscular Dystrophy. Potency, µM (top dose mostly 38.3 µM), for the others: top-dose activation, usual class: activators. alpha7betagal myoblasts, beta-gal FDG fluorescence, 48 h. hit rate 0.064% among 350,000. AID 624291, 2012;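 note: potency is the fitted concentration of half-maximal effect; 100% = response of the positive control SU9516; nearly all actives have a fitted effect of over 60% in size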
#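 alpha7betagal+/- myoblasts (passage 13, 250/well) treated 48 h at 37C with compounds at 1:260 dilution of DMSO stock. Lysed, then beta-galactosidase activity read as FDG fluorescence (ex 480/em 540) after 30 min, with pre-read for autofluorescence.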
# TSHR antagonist: Antagonists of the Thyroid Stimulating Hormone Receptor: HTS campaign; hit rate 0.2% among 330,000; activity change, negative = inhibition, % at 11.5 µM; TSHR-expressing cells, TSH-stimulated cAMP HTRF, 2 h; stronger effect = lower value; Thyrotropin receptor (Homo sapiens), P16473;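 active = activity change below a set negative limit, meaning inhibition stronger than a set level, cut at about -70% in these data; inconclusive = activity change between two set negative limits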; note: % is set by controls: 0 for no effect and ±100 for the full control effect
#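 Inhibition of cAMP made by TSHR-expressing cells under TSH stimulation (4nM final, EC80; 2 h, 37 deg C) is quantified with a one-step lysis HTRF kit, anti-cAMP cryptate versus cAMP-d2.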
# Tb PFK block: qHTS Assay to Find Inhibitors of T. brucei phosphofructokinase. ATP-dependent 6-phosphofructokinase (Trypanosoma brucei brucei), O15648. T. brucei PFK, ADP-Glo luminescence. Potency, µM (series often up to 57.5 µM), for the others: top-dose activity, negative = inhibition, usual class: inhibitors. hit rate 0.17% among 330,000;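 note: potency is the fitted concentration of half-maximal effect; 0% = uninhibited 1x PFK enzyme wells and -100% = no-enzyme wells; nearly all actives have a fitted effect of over 60% in size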
# Target sequence (O15648 whole entry, looked up): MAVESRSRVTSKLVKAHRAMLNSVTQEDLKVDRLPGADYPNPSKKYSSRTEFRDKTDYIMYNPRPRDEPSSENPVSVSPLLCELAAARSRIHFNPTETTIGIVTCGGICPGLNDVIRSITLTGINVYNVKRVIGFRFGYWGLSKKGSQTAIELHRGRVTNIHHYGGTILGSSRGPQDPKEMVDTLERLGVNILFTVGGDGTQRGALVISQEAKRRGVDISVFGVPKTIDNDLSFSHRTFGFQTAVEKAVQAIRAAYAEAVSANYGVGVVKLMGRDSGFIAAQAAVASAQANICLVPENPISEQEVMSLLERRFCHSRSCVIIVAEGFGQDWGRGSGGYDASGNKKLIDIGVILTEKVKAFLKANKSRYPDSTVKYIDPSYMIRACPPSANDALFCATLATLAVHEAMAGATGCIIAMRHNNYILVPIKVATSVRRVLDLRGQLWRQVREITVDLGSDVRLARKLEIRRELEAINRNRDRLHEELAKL
#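 In TEA buffer at pH 8.0 with 5 mM MgCl2, enzyme (1.25 nM) converted F6P (0.5 mM) and ATP (0.1 mM) for 45 min at room temperature. ADP product was read by luciferase luminescence.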
# AT treatment: qHTS Assay for Identifying a Potential Treatment of Ataxia-Telangiectasia | […] A-T fibroblasts, KAP-1 phosphorylation AlphaLISA; neocarzinostatin DNA damage 30 min before lysis | Potency, µM (highest dose often 57.5 µM), for inactives: top-dose activation, usual class: activators | hit rate 0.19% among 320,000 | AID 485349, 2010; note: potency is the fitted concentration of half-maximal effect; % of control where 0% means no effect; nearly all actives have a fitted effect of over 45% in size
#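 hTERT-immortalized A-T patient fibroblasts ([…]), 500 cells/well in OPTI-MEM, 1% FBS, got compounds for 60 min, then NCS for 30 min at 37C. Lysates were then assayed for phospho-KAP-1 by AlphaLISA (anti-pKAP1 donor, anti-KAP1 acceptor beads), 6 hr at 25C.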
# BCR signal inh: qHTS Assay to Find Inhibitors of Chronic Active B-Cell Receptor Signaling | Potency, µM (highest dose often 46.1 µM), without a hit: at the top dose ratio change, negative = lower green/red ratio, actives largely listed as inhibitors | hit rate 0.05% among 340,000 | ABC-DLBCL IkBa-CBG/CBR reporter, luminescence ratio, 4 h; active = well fitted inhibition curve with a large enough effect in the signal ratio, with a control signal flat, not every such curve was filed as active; inconclusive = small, poorly fitted or top-dose-only effect, or effect the other way, or a change in a side signal; the % refers to the signal ratio;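 note: potency is the fitted concentration of half-maximal effect; plate controls were basal doxycycline-induced cells for no effect and cells given 10 µM MG132 for full effect; MG132 reads +100%, hits lower the ratio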
#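 Concentration-response series (up to 46 uM) were applied to TMD8 dual-reporter cells for 4 h at 37C with doxycycline. Green/red ratio, after filter-overlap correction, defined %Activity; red signal alone was normalised to basal cells and zero luminescence.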
# * hit, by the source's call; ? = inconclusive; nt = no result given; [ ] = another dose, or the depositor's remark. Unless noted, calls come from the whole dose curve; as a rule, active = well fitted curve in the direction sought with a large enough effect; inconclusive = small, poorly fitted or top-dose-only effect, or another doubt; inactive = no such curve, though single readings can be large; an effect the other way counts as inactive or inconclusive.
item	structure	ELG1 DNA repair	S-ASM inh	Mito fusion act	PTAP TSG101 blk	Eya2 phos inh	TCR activator	a7 integrin act	TSHR antagonist	Tb PFK block	AT treatment	BCR signal inh
1	COc1ccc(NC(=O)CN2C(=O)c3ccccc3S2(=O)=O)cc1OC	4%	-4%	3%	-6%	6%	-3%	19%	2	-14%	-8%	2%
2	O=C(NC(=S)Nc1ccc(S(=O)(=O)Nc2nccs2)cc1)c1ccc(F)c(F)c1	-1%	-1%	-6%	-3%	2%	5%[46.1 µM]	3%	-2	-6%	nt	1%
3	CC(Sc1nnc(C2CC2)n1-c1ccccc1)C(=O)N1CCNC1=O (stereo not given)	11%	7%	-1%	0%	-5%	8%	19%	3	-1%	-14%	3%
4	CCOC(=O)c1ccccc1NC(=O)C1CCCO1 (stereo not given)	5%	-1%	-1%	-9%	-7%	-1%	-8%	71	6%	-1%	-8%
5	Cc1cc(C)n(-c2nc(Nc3ccccc3C(F)(F)F)nc(-n3nc(C)cc3C)n2)n1	13µM*	-17%	?	-5%	-7%	1%[46.1 µM]	-62%[inhibitor]	-7	-2%	nt	?
6	Cn1cc(S(=O)(=O)N2CCCC2)cc1C(=O)N1CCN(c2ccccc2)CC1	3%	9%	-2%	-1%	-11%	8%	7%	8	0%	9%	?
7	COc1ccc(N(CC(=O)N2CCc3ccccc3C2)S(=O)(=O)c2ccccc2)cc1	6%	-5%	?	0%	-9%	-9%	3%	-3	-2%	1%	13%
8	Cc1nc2ccccn2c1/C(O)=C1\C(=O)C(=O)N(CCN(C)C)C1c1cccnc1 (stereo not given)	-1%	-2%	-4%	-8%	5%	3%	21%	8	-7%	20%	0%
9	Cc1nc(-c2nnc(-c3ccccc3)o2)c(C(F)(F)F)o1	?	0%	3%	-4%	-6%	4%	7%	6	11%	8%	?
10	CC(C)COC(=O)n1c(SCC(N)=O)nc2ccccc21	-5%	6%	-5%	-5%	6%	3%	38%	1	0%	0%	?
11	COC(=O)c1cccc(NS(=O)(=O)c2ccc(OC)cc2)c1C	?	0%	7%	-2%	-5%	-5%[46.1 µM]	-30%	1	2%	6%	-19%
12	CC(=O)c1ccc([C@H]2C[C@@]34CN(C(=O)OC(C)(C)C)S(=O)(=O)[C@H]3C[C@H]2O4)cc1	-1%	-9%	3%	-18%	-9%	4%	28%	3	8%	-3%	1%

# Additional records:
item	structure	ELG1 DNA repair	S-ASM inh	Mito fusion act	PTAP TSG101 blk	Eya2 phos inh	TCR activator	a7 integrin act	TSHR antagonist	Tb PFK block	AT treatment	BCR signal inh
13	Cc1noc(C)c1C(=O)OCC(=O)Nc1cccc(S(=O)(=O)N(C)C)c1	14%	2%	-2%	0%	3%	0%	1%	-4	0%	5%	?
14	CCOC(=O)N1CCN(C(=O)C(NC(=O)C2CCC(C)CC2)C(C)C)CC1 (stereo not given)	1%	0%	2%	-4%	-5%	-1%	21%	14	0%	0%	-3%
15	CC(C)N1CCC(N2CCN(Cc3cccnc3)CC2CCO)CC1 (stereo not given)	-8%	3%	-5%	1%	4%	-1%	-11%	-2	0%	3%	-3%
16	O=C(Cn1cccc1C(=O)c1ccccc1)NCc1cccs1	2%	1%	2%	-3%	-9%	0%	27%	48	-1%	2%	12%
17	CC(C#N)Sc1ncnc2sc(-c3ccccc3)cc12 (stereo not given)	3%	-1%	-4%	-9%	3%	3%	-58%[inhibitor]	5	-1%	-6%	-1%
18	CCOc1ccc(CCNC(=O)c2ccc(C)c(N3CCCC3=O)c2)cc1OCC	-14%	1%	0%	-3%	12%	3%	-14%	6	2%	-1%	-16%
19	CC(C)(C)NS(=O)(=O)NC(=O)C1=C(N2CCCC2)COC1=O	16%	0%	nt	0%	9%	-3%	9%	17	-7%	-5%	1%
20	COc1ccccc1NC(=O)CN1C(=O)CC(C)S(=O)(=O)c2ccccc21 (stereo not given)	12%	5%	1%	nt	-7%	4%	5%	3	-1%	-7%	3%
21	Cc1ccc(C)c(NC(=O)c2c(Cl)nc3ccccn23)c1	-14%	2%	-2%	0%	0%	-7%	-17%	-4	0%	3%	-6%
22	CN(C)S(=O)(=O)N1CCCC(C(=O)c2ccc(-c3ccccc3)c(F)c2)C1 (stereo not given)	?	-6%	1%	-8%	-17%	0%	-50%[inhibitor]	-17	-1%	0%	?
23	CCC1=NNC(=O)C(CC(=O)Nc2ccccc2)c2cc(OC)c(OC)cc21 (stereo not given)	?	6%	0%	0%	-5%	1%	8%	-6	0%	8%	-9%
24	CNc1nnc(-c2ccncc2)s1	0%	2%	0%	1%	-21%	0%	14%[7.66 µM]	-3	-1%	-2%	11%

# Next results follow.
item	structure	ELG1 DNA repair	S-ASM inh	Mito fusion act	PTAP TSG101 blk	Eya2 phos inh	TCR activator	a7 integrin act	TSHR antagonist	Tb PFK block	AT treatment	BCR signal inh
25	CC(C)C(=O)N1CCN(c2ccccc2NC(=O)Cc2ccc(Cl)cc2)CC1	?	0%	12%	-4%	-4%	nt	-2%	-2	4%	3%	4%
26	Cc1ccc(S(=O)(=O)Nc2cc(C(=O)NCCN(C)C)ccc2N2CCCC2)cc1	0%	0%	-6%	-3%	12%	-3%	3%	0	-1%	1%	0%
27	CSCCC(NC(=O)COc1ccccc1)C(=O)NCCOc1ccccc1 (stereo not given)	19%	1%	2%	-4%	2%	-11%	3%	8	2%	-3%	3%
28	COCCSc1nnc(NC(=O)C2CCN(C(=O)c3ccco3)CC2)s1	3%	1%	0%	0%	-9%	-8%	-44%[inhibitor]	8	4%	-5%	3%
29	Nc1cc(N)nc(SCc2cccc(F)c2)n1	?	1%	9%	0%	14%	nt	-1%	6	-5%	24%	0%
30	Cc1cccc(C(=O)O/N=C2\CCS(=O)(=O)c3sccc32)c1	3%	-1%	6%	-4%	-23%	13%	7%	0	0%	2%	?
31	COc1ccc(CC(=O)OCC(=O)Nc2ccc3[nH]c(=O)[nH]c3c2)cc1	11%	2%	0%	1%	-14%	2%	13%	-7	?	0%	-1%
32	Cc1ccccc1N(CC(N)=O)S(C)(=O)=O	4%	6%	1%	-8%	8%	9%	30%	0	0%	4%	-2%
33	COc1ccc(-c2cc(C(F)(F)F)nc(SCC(=O)NCCN3CCOCC3)n2)cc1OC	4%	123%[activator]	-2%	-4%	-2%	-7%[46.1 µM]	-19%	4	-1%	-2%	-8%

# Quoted from the listing:
# Value for cpd 14 under BCR signal inh: -3%
# Value for cpd 16 under Mito fusion act: 2%
# Value for cpd 10 under Mito fusion act: -5%

# Exported with two lines to a compound: entries from further up
# Screens in order – ELG1 DNA repair	S-ASM inh	Mito fusion act	PTAP TSG101 blk	Eya2 phos inh	TCR activator	a7 integrin act	TSHR antagonist	Tb PFK block	AT treatment	BCR signal inh
31: COc1ccc(CC(=O)OCC(=O)Nc2ccc3[nH]c(=O)[nH]c3c2)cc1
    11%	2%	0%	1%	-14%	2%	13%	-7	?	0%	-1%
32: Cc1ccccc1N(CC(N)=O)S(C)(=O)=O
    4%	6%	1%	-8%	8%	9%	30%	0	0%	4%	-2%
33: COc1ccc(-c2cc(C(F)(F)F)nc(SCC(=O)NCCN3CCOCC3)n2)cc1OC
    4%	123%[activator]	-2%	-4%	-2%	-7%[46.1 µM]	-19%	4	-1%	-2%	-8%
